Source: PubChem
RTF Ca sens inh – cardiac RTF calcium desensitization; P19429+P45379; IANBD-labeled cardiac RTF, Ca2+ fluorescence; inhibition, % at 7.15 µM; actives 0.12% (n = 340,000);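 active = inhibition above the mean inhibition of all tested compounds plus 3 SD, cut at about 17% in these data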;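 note: assay run at fixed EC70 calcium of 1.6 mM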
Keap1 Nrf2 FP – inhibitors of human Keap1-Nrf2 protein-protein interaction; Q14145; Keap1 Kelch-Nrf2 peptide fluorescence polarization, 1536-well; inhibition, % at 9.4 µM; actives 0.15% (n = 340,000); AID 504523; in the data active = inhibition above about 12%;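 note: human Keap1 Kelch domain with fluorescein labeled Nrf2 9mer peptide probe; 0% = neutral control wells and 100% = peptide positive control; higher means more block of Keap1 binding to Nrf2 peptide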
Target sequence (Q14145 whole entry, looked up, the tested form may be a part): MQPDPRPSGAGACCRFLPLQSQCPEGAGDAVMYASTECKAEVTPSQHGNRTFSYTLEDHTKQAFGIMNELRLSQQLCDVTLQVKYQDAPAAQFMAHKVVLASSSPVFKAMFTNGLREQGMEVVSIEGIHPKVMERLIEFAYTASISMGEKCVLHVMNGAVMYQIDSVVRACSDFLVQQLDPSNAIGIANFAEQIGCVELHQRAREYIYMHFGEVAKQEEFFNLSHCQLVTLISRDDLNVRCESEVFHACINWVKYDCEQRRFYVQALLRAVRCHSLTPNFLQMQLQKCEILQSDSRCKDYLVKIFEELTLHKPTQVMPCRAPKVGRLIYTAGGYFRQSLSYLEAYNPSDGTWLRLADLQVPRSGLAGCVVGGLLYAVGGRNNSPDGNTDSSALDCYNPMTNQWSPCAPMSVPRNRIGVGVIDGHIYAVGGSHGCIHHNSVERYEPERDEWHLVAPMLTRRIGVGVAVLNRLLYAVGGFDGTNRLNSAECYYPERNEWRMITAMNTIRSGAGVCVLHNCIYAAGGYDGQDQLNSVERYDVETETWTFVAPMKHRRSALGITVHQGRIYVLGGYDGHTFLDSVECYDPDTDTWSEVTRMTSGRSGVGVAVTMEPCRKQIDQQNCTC
Wnt bcat act – Wnt/beta-catenin pathway activation; Wnt/beta-catenin reporter cell assay, activator, plate reader; activation, % at 9.35 µM; actives 1.2% (n = 300,000); AID 743398; in the data active = activation above about 30%, passing the limit was not always enough;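 note: 0% = neutral control wells and 100% = positive control wells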
DSG3 Ab inh – human desmoglein-3 autoantibody binding inhibition. P32926. DSG3-coupled beads, scFv-anti-DSG3-GFP binding, flow cytometry; hits give low values. binding (percent of control), % at 10 µM. actives 0.48% (n = 310,000). AID 588358;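 active = binding more than 3 SD below its plate's average and above zero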;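 note: hits lower antibody fragment binding to DSG3; some compounds called inactive have numbers as strong as hits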
MOR-DOR inv ag – mu-delta opioid heterodimer inverse agonism | P35372+P41143 | cell-based MOR-DOR heterodimer luminescence | inhibition, % at 9.3 µM | actives 0.21% (n = 340,000); in the data active = inhibition above about 22%, passing the limit was not always enough;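 note: 0% = cells with DMSO and 100% = wells without cells with DMSO; values of inactives mirror those of a sister screen read the other way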
LANA DNA inh – inhibitors of KSHV LANA C-terminal domain DNA binding. actives 0.078% (n = 340,000). AID 504423. inhibition, % at 9 µM. MBP-C-LANA/FAM-LBS DNA binding, fluorescence polarization;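 active = highest replicate inhibition at or above 60% at 9 µM, even if other replicates fall short; inactive = all replicates below 60% inhibition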;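 note: 0% = neutral control wells and 100% = 4 µM acridine orange control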
MOR-DOR ag – OPRM1-OPRD1 heterodimerization agonism; activation, % at 9.3 µM; cells, luminescence; actives 0.3% (n = 340,000); P35372+P41143; in the data active = activation above about 18%;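 note: 0% = vehicle-treated cells and 100% = reference agonist; values of inactives mirror those of a sister screen read the other way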
cardiac RTF act – increases calcium sensitivity of human cardiac regulated thin filaments; IANBD-labeled TnC RTF fluorescence at EC20 calcium; 0% EC20 calcium, 100% full calcium; activation, % at 7.2 µM; P19429+P45379; AID 493008; actives 0.24% (n = 340,000);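 active = activation above the mean over all tested compounds plus 3 SD, cut at about 30% in these data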;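 note: rise in fluorescence read as greater calcium sensitivity of cardiac thin filaments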
V-ATPase pH – regulators of yeast V-ATPase proton transport. S. cerevisiae, pHLuorin cytosolic pH fluorescence. response, % at 10 µM. actives 0.37% (n = 350,000). AID 504577; in the data active = response mostly above about 7.3%, no sharp cut-off; inactive = mostly below about 5.4%; note: actives read high; inactives centre near 0; some compounds called inactive have numbers as strong as hits; reference of the scale not given here
Arr AP2 block – inhibitors of human beta-arrestin and AP2 interaction | actives 0.31% (n = 340,000) | AID 504490 | FITC-arrestin peptide / GST-AP2 beads, flow cytometry; AP2 beta2 appendage carries R879A mutation | inhibition, % at 10 µM;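 active = inhibition above a set limit, near 3 SD of compounds lacking own fluorescence, cut at about 54% in these data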;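 note: plate controls were DMSO wells for no effect and 5 µM unlabelled arrestin peptide for full effect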
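system = GST-tagged AP2 beta2-adaptin appendage (R879A) on 4 µm glutathione beads | reagent = FITC-labelled arrestin peptide probe, 50 nM final | schedule = compound with beads 12 min RT, then probe 1 h RT | signal = HyperCyt-sampled flow cytometry, FL1 channel, ex 488/em 535 nm | read-out = percent response from loss of bead-bound FITC fluorescence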
* = called active by the depositor; x = no result given; & = joins results of further samples. Compounds were not picked by outcome. About 3.1% of those tested had a hit in this group.

SMILES	RTF Ca sens inh	Keap1 Nrf2 FP	Wnt bcat act	DSG3 Ab inh	MOR-DOR inv ag	LANA DNA inh	MOR-DOR ag	cardiac RTF act	V-ATPase pH	Arr AP2 block
CCC(C(=O)Nc1ccccc1C(=O)N1CCCC1)N1C(=O)c2ccccc2C1=O (centres undefined)	-13	6	-2	100	0	-1.0	-0.1	-1	0	3
O=C(COC(=O)c1ccccn1)Nc1ccccc1OC(F)F	-1	5	3	100	14	-1.0	-2.8	-4	3	-26
C/C(N)=C(/C#N)C(=O)CSc1nc(C2CCCCC2)n(-c2ccccc2)n1	-4&-11	1&-4	-4&5	100	3&-16	-0.1&0.2	-0.6&2.8	-3&4	-2&0	9&-1
Cc1cc(=O)oc2cc(OCC(=O)Nc3ccccc3C(=O)O)ccc12	-30	-3	1	114	9	1.5	-1.8	-4	x	-1
CCCn1c(N)c(N(CCOC)C(=O)c2cccc(F)c2)c(=O)[nH]c1=O	-17	-4	-1	x	3	-0.9	-0.4	-4	-3	15
CC(C)NC(=O)c1ccccc1S(=O)(=O)c1ccccc1C#N	-3	3	0	104	1	-1.1	-0.2	-3	-1	-5
CCOCc1nnc(NC(C)=O)s1	-5	-3	x	x	-7	0.0	1.2	-7	-1	9
CCOC(=O)c1cnc(-n2nc(C)cc2C)nc1NCc1ccccc1	-5	-3	-3	101	-35	-0.5	8.0	0	11	12
O=C(O)C1C2C=CC(C2)C1C(=O)NC1CCS(=O)(=O)C1 (centres undefined)	4	-2	x	105	19	-0.8	-3.4	-3	1	-7
COCC(=O)N1CCC(Oc2ccc(C(=O)N3C[C@@H]4CCC[C@H]3C4)cc2)CC1	1	-1	2	x	-2	1.2	0.5	-2	-2	47
Cc1cc(C)cc(Nc2nc(-c3ccc(S(=O)(=O)N4CCCC4)cc3)cs2)c1	0	1	-11	99	6	2.2	-1.1	0	-3	9
CCOC(=O)Cc1csc(NC(=O)Nc2ccc(Cl)cc2)n1	0	-7	3	106	-28	0.0	5.5	1	-1	-16
COc1cccc(Cn2cccc(NC(=O)Nc3ccc(C#N)cc3)c2=O)c1	-15	0	-1	101	-60	-0.8	10	10	2	-4
CCN(CC)CCCN1C(=O)CSC1c1ccc([N+](=O)[O-])cc1 (centres undefined)	-5	-1	2	103	7	0.5	-1.2	-1	-3	-21
CN(C)c1ccc(C=NCCc2ccc(S(N)(=O)=O)cc2)cc1	-4	-4	0	90	18	1.0	-3.4	1	-4	-5
CCN(CC)C(=O)C1CCCN(c2ccc([N+](=O)[O-])cc2/C=N/NC(=O)c2cccc([N+](=O)[O-])c2)C1 (centres undefined)	3	-1	-7	x	6	1.3	-1.0	8	4	-3
CCc1cccc(NC2c3ccccc3C(=O)N2c2cccnc2)c1 (centres undefined)	-2	-1	5	103	17	1.5	-2.9	-2	6	22
CCCCNC(=O)C(=O)c1ccccc1NC(C)=O	3	0	x	103	-3	1.5	0.6	2	7	17
N#Cc1cc(-c2ccccc2)nnc1Oc1ccccc1	-2	-6	-1	x	-7	-0.8	1.6	-4	-3	7
Cc1ccc(C)c(OC(=O)c2cncc(Br)c2)c1	-27	2	2	118	-24	-1.2	4.6	-6	-5	23
Cc1cc(S(=O)(=O)Nc2cccc([N+](=O)[O-])c2)c(C)s1	-1	-1	2	99	1	0.0	-0.2	4	5	-13
Cc1ccc(S(=O)(=O)NCC(=O)OCC(=O)Nc2ncc(Cl)cc2Cl)cc1	-2	0	0	x	4	-0.2	-1.1	-1	-3	25
CN1CCN(NC(=O)c2cc(S(=O)(=O)Nc3ccc(Cl)cc3)ccc2Cl)CC1	4	-4	0	98	10	-12	-1.9	-3	4	14
CCOC(=O)c1nc2ccccc2c(=O)[nH]1	1	-3	18	97	15	-0.1	-2.7	0	-1	48
CCN(C(=O)/C=C/c1ccccc1)C1CCCCC1	-4	-1	2	100	-1	-1.7	0.2	-1	5	1
Cc1ccc(N(CC(=O)Nc2ccc(S(=O)(=O)N3CCOCC3)cc2)S(C)(=O)=O)cc1C	-2	2	-7	102	3	1.4	-0.6	8	-1	14
Cc1cc(C(F)(F)F)c(C#N)c(N2CCOCC2)n1	-5	2	x	117	6	-0.5	-1.4	4	11	-5
O=[N+]([O-])c1ccc(S(=O)(=O)N/N=C/c2ccc3c(c2)OCO3)cc1	-10	-6	17	114	14	-1.3	-2.5	0	-3	17
NC(=O)Nc1ccc(Nc2ccccc2)cc1	x	-1	6	99	-2	3.2	0.4	x	-3	-19
Cc1ccc(Sc2ncccc2C(=O)NC2CCCCCC2)cc1C	-3	1	x	110	7	-1.3	-1.4	6	-5	-2
COC(=O)c1ccc(NC(=O)C(=O)N2CCN(C(=S)Nc3ccc(OC)cc3)CC2)cc1	-11	-3	x	108	4	-0.9	-0.7	2	0	15
O/N=C/c1ccc(OCc2ccccc2)c(Cl)c1	-12	-10	x	110	-19	0.0	3.7	9	-1	7
C=CCSc1nc(N(CC)CC)c2sccc2n1	-1	-5	x	110	-30	0.6	7.2	-3	-2	-2
O=C(C1CC(=O)N(C2CCCCC2)C1)N1CCc2ccccc21 (centres undefined)	8	-3	-2	113	6	-0.1	-0.9	-8	5	-6
CCOC(=O)CC1C(=O)NCCN1S(=O)(=O)c1ccccc1Cl (centres undefined)	0	-2	-2	102	9	0.7	-1.6	7	-3	-3
CCN(CC)c1nc2c(c(=O)[nH]c(=O)n2C)n1Cc1ccccc1Cl	-4	3	-2	145	12	-0.8	-2.4	1	-2	-12
Cc1ccc(NS(=O)(=O)c2ccc(NS(=O)(=O)c3cccs3)cc2)cc1	-9	3	x	100	4	-0.9	-0.7	-1	-2	-4
COc1ccc(NC(=O)COc2ccccc2)cc1Cl	5	-1	2	119	15	0.5	-3.0	1	-2	8
CCCC1C(=O)N(Cc2ccccc2)C(=O)CC1C (centres undefined)	-1	-1	-2	99	15	-6.5	-3.0	6	-2	30
CC(C)Oc1ccccc1NC(=O)CSc1nccn1C	1	-9	-1	147	-21	0.2	2.6	1	0	-5

Full records from above. Order of values: RTF Ca sens inh | Keap1 Nrf2 FP | Wnt bcat act | DSG3 Ab inh | MOR-DOR inv ag | LANA DNA inh | MOR-DOR ag | cardiac RTF act | V-ATPase pH | Arr AP2 block
CCN(C(=O)/C=C/c1ccccc1)C1CCCCC1 reads -4 | -1 | 2 | 100 | -1 | -1.7 | 0.2 | -1 | 5 | 1
CCCC1C(=O)N(Cc2ccccc2)C(=O)CC1C (centres undefined) reads -1 | -1 | -2 | 99 | 15 | -6.5 | -3.0 | 6 | -2 | 30
CCOC(=O)c1nc2ccccc2c(=O)[nH]1 reads 1 | -3 | 18 | 97 | 15 | -0.1 | -2.7 | 0 | -1 | 48

(cont.)
SMILES	RTF Ca sens inh	Keap1 Nrf2 FP	Wnt bcat act	DSG3 Ab inh	MOR-DOR inv ag	LANA DNA inh	MOR-DOR ag	cardiac RTF act	V-ATPase pH	Arr AP2 block
Brc1ccsc1-c1csc(-c2ccncc2)n1	-8	0	9	118	-19	0.9	4.0	2	0	8
Cc1ccc2sc(NNC(=O)c3cc(=O)c4ccccc4o3)nc2c1C	-10	-9	5	95	-6	-0.7	1.2	0	4	21
CCn1cc(C(=O)NCC(OC)OC)c(=O)c2cc(S(=O)(=O)N(C)C3CCCCC3)ccc21	1	2	-3	105	11	-1.3	-2.2	-1	-2	44
COc1cc(CC2COC(=O)C2(O)Cc2ccc(O)c(OC)c2)ccc1O (centres undefined)	-9	-5	-2	103	-1	1.5	0.1	5	3	7
COc1cccc(C2CC(c3cccs3)=NN2C(=O)CSc2nc3ccccc3o2)c1OC (centres undefined)	8	-1	-2	x	11	-1.9	-2.2	-4	1	22
Cc1nc(N2CCN(c3ccccn3)CC2)c2c(C)c(C(=O)Nc3c(F)cc(F)cc3Br)sc2n1	-5	-1	1	x	-9	-0.2	1.8	2	3	-3
COc1ccccc1NC(=O)C1CCN(S(=O)(=O)c2ccc3c(c2)NC(=O)C(C)S3)CC1 (centres undefined)	-3	-14	0	114	-11	-1.0	2.1	1	-2	22
CC(C)Sc1nc2c([nH]c3ccccc32)c(=O)n1C	0	-3	x	91	-19	0.9	3.8	0	2	39
Cc1cc(=O)oc2cc(OC(C)C(=O)NCC3CCC(C(=O)O)CC3)c(Cl)cc12 (centres undefined)	-2	7	-2	102	8	-0.1	-1.6	-5	0	7
CCCCOc1ccccc1NC(=O)C=C(C)C	-2	0	-1	99	-8	1.1	1.4	-4	2	-3
COc1ccc(CN2CCN(C3CCC3)CC2CCO)c(F)c1 (centres undefined)	0	-4	0	108	8	-0.4	-1.6	-1	0	28
CCOc1ccccc1CN1CCNC(=O)C1CC(=O)N(C)Cc1nonc1C (centres undefined)	-5	-8	-4	101	14	0.2	-2.1	-1	-2	0
COc1ccc(C(=O)CN2C(=O)NC(C)(c3ccc(C)cc3)C2=O)cc1OC (centres undefined)	2	2	x	110	3	0.1	-0.5	1	2	-1
N#CCSc1nc(-c2ccccc2)cs1	-3	0	-1	x	15	0.5	-3.6	-5	2	-4
C=CCNC(=O)c1onc(CSc2ccc(F)cc2)c1C(=O)NCC=C	-8	-6	-1	97	-6	-1.0	1.0	2	-5	7
CCOC(=O)NC(=O)c1cn(Nc2ccccc2C(F)(F)F)c(=O)[nH]c1=O	6	-4	20	99	17	0.5	-3.4	-1	-1	7
O=C1CN(C(=O)Cn2ncc(Cl)c(Cl)c2=O)c2ccccc2N1	-17	-2	-9	87	11	-0.2	-2.5	10	-4	6
O=C(NCc1cc([N+](=O)[O-])ccc1O)c1cccnc1Sc1ccccc1Cl	0	-2	0	110	17	0.2	-4.1	-2	-6	-4
CCOC(=O)c1cc(C#N)c(SCC(=O)c2cc(C#N)c(SC)nc2C)[nH]c1=O	-72	9	x	103	-4	31	0.6	58*	-1	-3
Cc1ccc([N+](=O)[O-])cc1NC(=O)CN(C(=O)c1ccccc1Cl)C1CCCCC1	-14	4	-4	115	-12	-1.7	2.2	5	3	-11
COc1ccc(NC(C)=O)cc1S(=O)(=O)NC(Cc1ccccc1)C(=O)NCc1ccccc1C (centres undefined)	-10	1	1	108	-4	-0.7	0.8	-6	1	-8
NC(=O)c1ccc(/C=N/O)[n+](Cc2ccccc2)c1	-2	-1	-1	108	7	-1.1	-1.5	-6	-4	-9
Cc1ccc2c(c1)NC(=O)C(CC(=O)NCCN(CC(C)C)CC(C)C)O2 (centres undefined)	-1	-4	4	105	10	-0.4	-2.0	6	3	10
COc1ccc(C2CC(=O)c3c(O)cc(O)cc3O2)c(CC=C(C)C)c1OC (centres undefined)	-10	0	2	96	-70	-0.5	14	1	1	4
Cc1cc(C)c2nc(SCC(=O)NCCC3=CCCCC3)cc(C)c2c1	-5	-2	-2	130	15	-0.5	-2.9	-7	0	20
CCCOc1ccc(N2C(=O)CC(NNC(=O)c3ccc(COc4ccccc4)o3)C2=O)cc1 (centres undefined)	-7	-5	0	100	-28	1.7	5.1	1	0	0
O=C(CCc1nnc(CCCCc2ccccc2)o1)NCCN1CCCCC1=O	-7	-2	0	x	11	0.7	-2.3	5	4	-10
O=[N+]([O-])c1ccccc1N/N=C/c1cccc(O)c1O	3	2	15	92	-64	0.4	13	0	2	42
